TDP1 block – TDP1 (human) enzyme inhibition. recombinant TDP1, AlphaScreen DNA substrate cleavage. Potency, µM (highest dose often 130 µM), without a hit: at the top dose activity change, negative = inhibition, most hits filed as inhibitors. 350,000 compounds, 0.28% hits. AID 485290; further: nearly all actives have a fitted effect of over 40% in size
Target sequence (Q9NUW8 whole entry, looked up): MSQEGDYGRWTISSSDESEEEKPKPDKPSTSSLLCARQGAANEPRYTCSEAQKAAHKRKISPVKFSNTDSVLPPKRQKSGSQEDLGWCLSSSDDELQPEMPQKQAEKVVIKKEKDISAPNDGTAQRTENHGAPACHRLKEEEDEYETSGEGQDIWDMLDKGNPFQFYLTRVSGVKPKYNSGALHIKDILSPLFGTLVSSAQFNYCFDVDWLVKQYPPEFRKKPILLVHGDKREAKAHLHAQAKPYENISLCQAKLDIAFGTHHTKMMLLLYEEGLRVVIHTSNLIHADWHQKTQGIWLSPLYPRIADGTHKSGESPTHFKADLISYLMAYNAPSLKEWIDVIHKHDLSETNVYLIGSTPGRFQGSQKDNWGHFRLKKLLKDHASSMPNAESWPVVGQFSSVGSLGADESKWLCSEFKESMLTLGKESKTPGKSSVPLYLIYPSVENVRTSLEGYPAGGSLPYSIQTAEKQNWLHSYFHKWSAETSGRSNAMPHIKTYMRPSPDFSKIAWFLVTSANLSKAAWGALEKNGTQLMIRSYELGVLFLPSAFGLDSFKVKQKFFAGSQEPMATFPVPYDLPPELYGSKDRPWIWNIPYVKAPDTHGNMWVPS
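AlphaScreen read-out: signal falls as enzyme removes the 3' tyrosine-FITC from a 5'-biotinylated DNA oligo (15 nM, 5 min, RT). Enzyme was E. coli-made recombinant Tdp1 at 1 nM, exposed to compound for 15 min beforehand; beads 10 ug/ml, 10 min.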
N370S GC – N370S glucocerebrosidase modulation, Gaucher chaperone candidate | Potency, µM (top dose mostly 59.4 µM), inactives show at the highest dose activity change, negative = inhibition, hits mostly inhibitors | 330,000 compounds, 0.092% hits | N370S GC spleen homogenate, 4MU-glucoside fluorescence | AID 2101;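 further: 0% = full enzyme activity and -100% = no enzyme basal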
FEN1 inhibitor – human FEN1 inhibition; P39748; Recombinant FEN1 flap cleavage, fluorescence, 15 min; Potency, µM (series often up to 114 µM), for the others: at the highest dose activity change, negative = inhibition, usual class: inhibitors; 390,000 compounds, 0.35% hits; further: nearly all actives have a fitted effect of over 65% in size
Target sequence (P39748 whole entry, looked up): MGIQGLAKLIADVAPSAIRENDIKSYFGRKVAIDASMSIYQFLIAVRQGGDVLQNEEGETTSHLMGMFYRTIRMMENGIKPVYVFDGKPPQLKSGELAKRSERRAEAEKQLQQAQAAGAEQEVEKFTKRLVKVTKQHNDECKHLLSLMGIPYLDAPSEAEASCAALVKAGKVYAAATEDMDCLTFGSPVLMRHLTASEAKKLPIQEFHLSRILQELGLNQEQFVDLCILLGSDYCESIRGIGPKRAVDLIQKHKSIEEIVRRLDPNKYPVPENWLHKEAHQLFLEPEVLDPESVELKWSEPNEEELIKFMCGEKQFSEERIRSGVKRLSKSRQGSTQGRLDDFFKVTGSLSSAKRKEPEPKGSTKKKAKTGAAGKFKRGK
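Potency values derive from four-parameter Hill fits of normalized qHTS data. The reaction used 10 nM FEN1 preincubated 15 min at room temperature with compound, then 50 nM DNA substrate, read at 0 and 15 min.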
* = called active by the depositor; ? = inconclusive; · = no result given; [ ] = dose if it differs, or a comment. The call rests on the fitted dose curve; in most records, active means well fitted curve in the direction sought with a large enough effect; inconclusive means small, poorly fitted or top-dose-only effect, or another doubt; inactive means no such curve, though single readings can be large; an effect the other way counts as inactive or inconclusive. Unless noted, on the % scale 0 is the no-effect control and ±100 the full control effect; potency means the concentration at half of the fitted maximal effect.

entry	SMILES	TDP1 block	N370S GC	FEN1 inhibitor
1	CC(C)CN1CCN(Cc2cc(F)ccc2-n2cccn2)CC1CCO (configuration not stated)	2.7%	7.4%	17.4%
2	CCCCN(CCCNC(=O)CN1C(=O)COc2ccc(S(=O)(=O)N3CCC(C)CC3)cc21)Cc1ccccc1	1.3%	-7.5%	-8.7%
3	S=c1[nH]nc(Nc2ccccc2)s1	10.3%	?	1.1%
4	Cc1ccccc1NC(=S)NCC(c1cccnc1)N1CCOCC1 (configuration not stated)	-2.7%	3.5%	-0.2%
5	COc1ccc(S(=O)(=O)N(CC(=O)NC2CC3CCC2C3)c2ccccc2OC)cc1 (configuration not stated)	0.3%	-2.7%	2.3%
6	C=C(C)C(=O)Nc1cccc(C2=NOC3(C2)C[C@@H](C(N)=O)N(C(=O)c2cc([N+](=O)[O-])cc([N+](=O)[O-])c2C)C3)c1 (some centres not stated)	·	-6.7%	0.8%
7	O=C(Cc1ccc([N+](=O)[O-])cc1)NCc1ccncc1	-2.3%	1.3%	5.5%
8	CC(=O)c1cccc(NC(=O)CSc2nc(=O)n(CCCN3CCOCC3)c3c2CCC3)c1	·	1.4%	-2.0%

Further results follow.
entry	SMILES	TDP1 block	N370S GC	FEN1 inhibitor
9	COc1cc(C#N)ccc1OCC(=O)Nc1cccc(S(=O)(=O)N2CCCC2)c1	5.3%	3.0%	3.6%
10	Cc1cc(C)n(C(C)CC(=O)Nc2ccc(-c3ccno3)cc2)n1 (configuration not stated)	-0.2%	-10.5%	11.8%
11	CC(NC(=O)c1ccccc1Br)c1nnc(SCC(=O)NC2=NCCS2)n1C (configuration not stated)	·	-15.8%	0.3%
12	Cc1cccc(C(=O)Nc2nnc(SCc3cc(=O)n4cccc(C)c4n3)s2)c1	5.4%	·	-2.4%
13	COc1cccc(-c2cc(C(F)(F)F)nc(-n3nc(C)c(Br)c3C)n2)c1	1.8%	·	1.1%
14	C/C(=N\NC(=O)c1ccc(N(C)C)cc1)c1ccc(C)c(C)c1	8.2%	-5.5%	-0.8%
15	C=CCOC(=O)N[C@H](/C(C(=O)OC)=C(\C)NCc1ccccc1)c1cccc(OC)c1	5.6%	-2.9%	·
16	Cc1ccc2[nH]c(=O)c(CN(CC3CCCO3)C(=O)c3ccco3)cc2c1 (configuration not stated)	1.6%	1.9%	·

(more compounds)
entry	SMILES	TDP1 block	N370S GC	FEN1 inhibitor
17	CCn1cc(Br)c(C(=O)Nc2ccc(F)cc2F)n1	·	11.3%	-3.6%
18	COc1cccc(/C=N/NC(=O)c2cnccn2)c1	2.7%	-4.1%	-7.7%
19	COc1cnc(-c2ccccn2)nc1N(C)c1ccccc1	·	-13.0%	-9.0%
20	O=C(NCCc1ccc(C(F)(F)F)cc1)c1ccc(Cl)nc1	·	-17.5%	17.5%
21	Cc1nc2ccc(F)cc2cc1C(=O)Nc1ccc(Cl)c(Cl)c1	2.7%	-9.2%	-3.1%
22	CCOc1ccc(C(O)(c2ccccc2)C(CN2CCCC2)c2ccccc2)cc1 (configuration not stated)	·	1.3%	-0.3%
23	CN(C)CCn1c2c(c(SCC(=O)Nc3ccc4c(c3)OCCO4)nc1=O)CCCC2	1.2%	2.4%	-2.7%
24	O=C(O)c1ccc(/C=C/C(=O)c2ccc3c(c2)OCCCO3)cc1	·	1.7%	-1.2%

Next part
entry	SMILES	TDP1 block	N370S GC	FEN1 inhibitor
25	S=C1CCC(c2ccc(Br)cc2)=NN1c1ccccc1	·	-7.8%	4.8%
26	Cc1ccc2nc(Nc3ccccc3)cc(C)c2c1	·	?	-24.5%
27	CC1(C)NC(=O)N(CC(O)CN2C(=O)NC(C)(C)C2=O)C1=O	3.8%	2.9%	8.5%
28	Cc1ccc(Cn2nnc3c(=O)n(CC(=O)OCc4ccccc4)cnc32)cc1	7.2%	13.9%	-7.8%
29	Clc1ccc(SCc2cc(-c3ccc(Cl)cc3)on2)cc1	·	9.4%	-1.4%
30	O=C(Cc1ccc(Cl)cc1Cl)Nc1ccncc1Cl	-6.9%	2.2%	-11.0%
31	COc1ccc(Cc2c(O)nc(SCC(=O)c3ccc(OC)cc3)[nH]c2=O)cc1	3.1%	-4.1%	4.3%
32	CCc1ccc(N2CC(C(=O)OCC(=O)Nc3ccccc3C)CC2=O)cc1 (configuration not stated)	0.6%	·	4.0%

The results go on:
entry	SMILES	TDP1 block	N370S GC	FEN1 inhibitor
33	CC(C)OCCCN1CN(S(=O)(=O)c2cccs2)c2nc3ccccc3nc21	10.3%	5.4%	-13.3%
34	O=C(N1CCN(Cc2ccccc2)CC1)C(Cl)(Cl)Cl	-4.2%	-5.1%	1.4%
35	O=c1[nH]c(SCc2ccccc2)nnc1-c1ccccc1	0.0%	6.8%	-11.2%
36	Cc1c(C)c2ccc(OCC(=O)NCCCn3ccnc3)c(C)c2oc1=O	2.5%	11.6%	-4.0%
37	COc1ccc(/C=N\NC(=O)c2ccc(F)cc2)cc1COc1cc(F)ccc1[N+](=O)[O-]	3.6%	-13.3%	-3.1%
38	COc1ccc(NC2=C(C(C)=O)C(c3ccc4c(c3)OCO4)C(C(C)=O)C(C)(O)C2)cc1 (configuration not stated)	6.3%	-5.3%	-19.8%
39	COc1ccc(-c2cc(C3C4C=CCC(C)C4C(=O)N3Cc3ccccc3)ccc2F)cc1OC (configuration not stated)	8.5%	-0.2%	2.2%
40	COCCn1c(-c2ccccc2)nc2oc3cc(OC)ccc3c(=O)c2c1=O	4.8%	4.9%	-5.1%

(more compounds)
entry	SMILES	TDP1 block	N370S GC	FEN1 inhibitor
41	O=C(CSc1nnnn1C1CCCC1)c1ccc2c(c1)OCCO2	-1.1%	7.9%	5.6%
42	Cc1ccc(C(=O)N/C(=C/c2ccco2)C(=O)NCC2CCCO2)cc1 (configuration not stated)	-3.5%	-0.4%	6.2%
43	CCCN(C(=O)/C=C/c1ccco1)c1c(N)n(Cc2ccccc2)c(=O)[nH]c1=O	2.7%	-3.3%	-0.2%
44	CCOC(=O)c1ccc(N2C(=O)C3CC=C(C)CC3C2=O)cc1 (configuration not stated)	-1.0%	18.9%	-0.3%
45	O=C1CCCc2ccccc2N1Cc1c(Cl)cccc1Cl	2.1%	8.5%	-0.9%
46	COc1cccc(CN2C(=O)CN(C3CCCCC3)C(=O)C2c2ccc(F)cc2)c1 (configuration not stated)	5.2%	-3.2%	9.8%
47	Cc1c(O)c(=O)ccn1C	4.8%	-1.4%	2.2%
48	CC12CC3CC(C)(C1)CC(C(=O)NNC(=O)c1ccncc1)(C3)C2	1.0%	4.7%	-0.9%

More results
entry	SMILES	TDP1 block	N370S GC	FEN1 inhibitor
49	O=C(Nc1ccccc1N1CCCCC1)c1cccs1	0.0%	6.6%	-14.1%
50	CCN(Cc1ccccc1)CC(O)COC(c1ccc(OC)cc1)c1ccc(OC)cc1 (configuration not stated)	·	?	-5.4%
51	O=S(=O)(Nc1ccccc1Cl)c1ccc(F)cc1	2.2%	8.4%	-12.3%
52	CN(C)c1nc(Nc2ccccc2)nc(N(C)C)n1	0.0%	-5.0%	-5.7%
53	COc1ccc(CCNC(=O)c2cnn(-c3cccc(C)c3)c2C2CCNCC2)cc1OC	4.2%	·	12.6%
54	Cc1occc(=O)c1OCc1c(Cl)cccc1Cl	·	-15.6%	13.6%
55	CCCN1CC(=O)N2C(c3ccccc3)c3[nH]c4ccccc4c3C[C@H]2C1=O (some centres not stated)	·	-7.0%	-3.3%
56	O=C(NC(=O)c1ccccc1F)OCc1ccc(Cl)cc1Cl	-2.5%	-0.4%	-18.2%

Next compounds.
entry	SMILES	TDP1 block	N370S GC	FEN1 inhibitor
57	CC(NS(=O)(=O)c1ccc(Cl)cc1)C(=O)NCCC1=CCCCC1 (configuration not stated)	0.0%	6.2%	-1.8%
58	COCCCNCCC(CCC(C)C)c1ccc2c(c1)OCO2 (configuration not stated)	·	-6.0%	5.9%
59	CCNC(=O)CC1C(=O)N(c2ccccc2)C(=O)N1Cc1ccc(OC)cc1 (configuration not stated)	6.9%	1.7%	-2.5%
60	CCOC(=O)N1CCC(N2Cc3cccc(C(=O)NCc4ccc(OC)cc4)c3C2=O)CC1	2.6%	-17.6%	·
61	CCOC(=O)N1CCN(CCC(=O)Nc2ccc(Br)cc2)CC1	4.7%	-4.9%	-10.8%
62	COCCNS(=O)(=O)c1ccc(Cl)c(C(=O)NC2CCN(Cc3ccccc3)CC2)c1	10.7%	4.2%	-2.1%
63	O=C(/C=C/c1ccc(Cl)cc1)Nc1ccc(N2CCCCC2)cc1	0.0%	-8.1%	-3.0%
64	CC(C)n1c(N2CCCC2)nc2c1c(=O)[nH]c(=O)n2C	·	-3.4%	13.8%

Record cards (already shown). Values in the order: TDP1 block, N370S GC, FEN1 inhibitor
Listed for `Cc1ccc(Cn2nnc3c(=O)n(CC(=O)OCc4ccccc4)cnc32)cc1` → 7.2%, 13.9%, -7.8%
Listed for `O=C(/C=C/c1ccc(Cl)cc1)Nc1ccc(N2CCCCC2)cc1` → 0.0%, -8.1%, -3.0%

(more compounds)
entry	SMILES	TDP1 block	N370S GC	FEN1 inhibitor
65	CCOC(=O)c1[nH]c2ccc(OC)cc2c1NC(=S)N1CCN(c2ccccc2OC)CC1	1.9%	5.3%	-21.2%
66	Cc1ccc(NC(=O)Cn2c(=O)c(C(F)(F)F)nc3ccccc32)cc1C	2.6%	·	15.3%
67	O=C1NC(c2ccccc2)=C(c2ccc3ccccc3n2)C(c2ccccc2)N1 (configuration not stated)	7.9%	14.1%	-7.2%
68	Nc1ccn(CC(=O)NCc2ccc3[nH]ccc3c2)c(=O)n1	0.4%	·	0.3%
69	O=C(NCCCc1ccccc1)C1CCC(CNc2c(N3CCCCC3)c(=O)c2=O)CC1 (configuration not stated)	·	4.9%	-6.3%
70	O=C(Nc1ccccc1)/C(=C\c1ccco1)NC(=O)c1ccco1	-8.8%	-1.5%	-7.1%
71	CN(Cc1ccccc1)C(=O)c1cccc(NC(=O)Cc2ccc([N+](=O)[O-])cc2)c1	2.4%	·	-6.7%
72	CC(C)(C)C(=O)Nc1c(Br)c(C2CC2)nn1-c1ccccc1	·	4.6%	-9.8%

Remaining list, next part
entry	SMILES	TDP1 block	N370S GC	FEN1 inhibitor
73	O=C1N=C(N2CCN(c3ccccc3)CC2)S/C1=C/c1cccs1	3.0%	-0.5%	-7.0%
74	CC(Sc1cccc[n+]1[O-])C(=O)NC1CCCCC1C (configuration not stated)	0.7%	·	-4.5%
75	Cn1c(CC(=O)NC(C)(C)CO)c(Sc2ccccc2)c2ccccc21	5.5%	11.4%	14.3%
76	CC(=O)c1cccc(OCc2cc(C(=O)N3C[C@@H](C)O[C@@H](C)C3)no2)c1	3.4%	-2.6%	16.9%
77	Fc1ccc(Cn2nnnc2CN2CCc3ccccc3C2)cc1	-3.6%	14.3%	-14.8%
78	Cc1[nH]nc2c1C(c1ccc(F)cc1)C(C#N)=C(N)O2 (configuration not stated)	0.0%	2.5%	3.4%
79	COc1cc(NC(=O)CCS(=O)(=O)c2ccc(Br)cc2)cc(OC)c1	-0.9%	·	-3.7%
80	O=C(c1cccc(C(F)(F)F)c1)N1CCCCCC1	2.6%	1.0%	-4.1%

Next compounds follow:
entry	SMILES	TDP1 block	N370S GC	FEN1 inhibitor
81	CSc1ccc(CN2CCN(C3CCCC3)C(CCO)C2)cc1 (configuration not stated)	-8.1%	2.8%	27.8%
82	COc1ccc(NC(=O)c2ccco2)c([N+](=O)[O-])c1	7.9%	-2.1%	1.8%
83	COc1ccc(NC(=O)Cn2c(SCc3c(F)cccc3Cl)nc3ccncc32)cc1OC	-2.5%	·	3.3%
84	Cc1ccc(NS(=O)(=O)c2ccc(C(=O)N3CC(C)OC(C)C3)cc2)cc1 (configuration not stated)	0.1%	1.2%	3.4%
85	CCCCc1nc2c(c3c1C[C@H](C)OC3)CN(C(=O)NCCCC(=O)OCC)CC2	-0.2%[12.3 µM]	6.9%[12.8 µM]	·
86	Cn1c(SCc2ccc(F)cc2)nnc1-c1ccncc1	·	-22.7%	7.7%
87	CCn1c(Oc2cccc(Br)c2)nc2c1c(=O)n(C)c(=O)n2C	4.3%	-12.1%	-9.8%
88	O=C(NCCC1CCCC1)c1cccs1	·	-1.0%	18.5%

(list continues)
entry	SMILES	TDP1 block	N370S GC	FEN1 inhibitor
89	CC(Cc1nnc(SCC(=O)O)n1N)c1ccccc1 (configuration not stated)	·	-5.7%	0.2%
90	COc1ccccc1CNC(=O)c1ccc(NS(=O)(=O)c2c(C)noc2C)cc1	6.0%	-2.7%	-5.3%
91	Cc1ccc(C)c(NC(=O)CN(C)C(=O)c2cc3ccccc3o2)c1	5.8%	11.4%	-4.7%
92	COc1ccc(NC(=O)C2CCCN2S(=O)(=O)c2ccc(F)cc2)cc1 (configuration not stated)	-1.2%	7.7%	11.6%
93	c1ccc(C2OC3c4cccc5cccc(c45)C3N2c2ccccc2)cc1 (configuration not stated)	-5.2%	2.4%	1.1%
94	Cc1csc(-c2cnn(-c3ccccc3)c2NC(=O)c2ccccc2)n1	1.0%	0.2%	-1.7%
95	O=C(COc1ccc(F)c(Cl)c1)N1CCN(c2ccccn2)CC1	1.7%	2.2%	-3.4%
96	COc1ccc(OCCSc2nnc(C)n2-c2ccccc2)cc1	3.3%	8.1%	1.1%
97	CC1(C)Cc2c(cnn2-c2ccc(F)cc2)C(NC(=O)CCN2CCCCO2)C1 (configuration not stated)	3.3%[56.1 µM]	-0.2%	-2.3%

Screening results as filed in PubChem.
